MMP13 inh – human MMP13 inhibitors, primary screen, biochemical, FRET peptide cleavage; 0.07% of 65,000 active; AID 570, 2006; inhibition, % at 4 µM; Collagenase 3 (Homo sapiens), P45452; MMP-13 fTHP FRET cleavage, Mca fluorescence;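 active means inhibition above the mean of compound-free control plate wells plus 3 SD, cut at about 14% in these data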;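 further: 0% = DMSO wells and 100% = wells with reference MMP-13 inhibitor after basal subtraction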
Fluor 339 460 – intrinsic fluorescence of library compounds, ex339/em460 – biochemical, MLSMR library, data from DPM-DC assay, artefact control, profiling panel. compound autofluorescence, ex339/em460 nm, NADH buffer; stronger effect = higher value; 1 = no-compound wells, NADH background. fluorescence fold increase at 10 µM. 5.5% of 65,000 active;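 active means at 10 µM, mean starting fluorescence two-fold or more over control wells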;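 further: signal is the first read of a kinetic run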
S1P1 ag pot – S1P1 agonists and agonism potentiators, primary screen, cell-based, primary and confirmation screens, CRE-bla reporter; activation, % at 9.5 µM; Sphingosine 1-phosphate receptor 1 (Homo sapiens), P21453; AID 449, 2006; S1P1 CRE-bla cells, forskolin, beta-lactamase FRET, potentiator mode; S1P1 agonist co-added at EC20, 2 nM; 100% = saturating reference agonist, 0% = basal; 0.57% of 56,000 active;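 active means activation above a cutoff set at the mean activation of all tested compounds plus 3 SD, cut at about 54% in these data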;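 further: forskolin at 4 µM as EC80 and the EC20 agonist is SEW2871; 100% = SEW2871 at its EC100 plus forskolin at EC80; some compounds past the cut are filed as inactive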
5HT1E antag – 5-HT1E receptor antagonists, primary screen, cell-based, HTS | 0.99% of 65,000 active | CHO 5-HT1E Ga15 NFAT-bla reporter, FRET, antagonist | inhibition, % at 6 µM | AID 571, 2007;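 active means inhibition above a set limit, the mean inhibition across every tested compound plus 3 SD, cut at about 29% in these data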;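 further: signal is the 460 over 535 nm emission ratio of beta-lactamase substrate; 0% = agonist plus DMSO wells and 100% = wells without agonist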
Target sequence (P28566 whole entry, looked up): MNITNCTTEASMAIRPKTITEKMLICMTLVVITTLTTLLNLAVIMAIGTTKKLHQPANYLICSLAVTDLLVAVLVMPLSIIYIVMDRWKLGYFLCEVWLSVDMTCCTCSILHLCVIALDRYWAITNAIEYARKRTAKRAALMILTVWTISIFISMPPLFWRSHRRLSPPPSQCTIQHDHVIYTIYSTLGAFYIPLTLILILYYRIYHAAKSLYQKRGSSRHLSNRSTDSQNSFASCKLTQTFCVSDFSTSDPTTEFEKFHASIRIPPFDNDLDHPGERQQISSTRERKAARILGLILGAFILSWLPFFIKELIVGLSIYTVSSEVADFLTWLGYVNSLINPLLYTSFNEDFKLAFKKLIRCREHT
5HT1E ag – 5-HT1E receptor agonists, primary screen, cell-based, HTS; CHO 5-HT1E Ga15 NFAT-bla reporter, FRET; 0% DMSO wells, 100% control agonist wells; activation, % at 6 µM; 5-hydroxytryptamine receptor 1E (Homo sapiens), P28566; 0.69% of 65,000 active;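 active means activation above a set limit, the screen-wide mean activation plus 3 SD, cut at about 8.5% in these data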;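 further: 100% = positive control agonist at 1 µM giving full maximal response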
A340 absorber – compound light absorbance at 340 nm, profiling panel, artefact control, biochemical, MLSMR library, data from PS, PMK, MK assays; compound absorbance at 340 nm, fold over control; fold change at 10 µM; 65,000 tested, under 10 active;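 active means at 10 µM dose, initial 340 nm absorbance at least 2 fold that of control wells; inactive means change under 2 fold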;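 further: initial absorbance extrapolated from kinetic A340 decline of NADH oxidation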
Her2 expr inh – inhibitors of Her2 protein expression, primary screen, SKBR-3 cells, AlphaScreen, 66K library | HER2 level % of control, % at 10 µM | 0.69% of 65,000 active | Receptor tyrosine-protein kinase erbB-2 (Homo sapiens), P04626 | SKBR-3 HER2 protein level, 18-24 h; stronger effect = lower value;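 active means HER2 level under 5% of the carrier-only control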;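 further: 100% = DMSO carrier and 0% = 500 nM PU-H71 HSP90 inhibitor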
S1P3 ag – human S1P3 receptor agonists, primary screen, cell-based, primary and confirmation, NFAT-BLA reporter; Sphingosine 1-phosphate receptor 3 (Homo sapiens), Q99500; S1P3 NFAT-BLA reporter cells, agonism, FRET ratio; relative to 1 µM S1P, basal subtracted; 0.1% of 60,000 active; activation, % at 4.5 µM;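 active means activation above the screen-wide mean plus 3 SD, cut at about 4.5% in these data, passing the limit was not always enough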; further: some compounds called inactive have numbers as strong as hits
Target sequence (Q99500 whole entry, looked up): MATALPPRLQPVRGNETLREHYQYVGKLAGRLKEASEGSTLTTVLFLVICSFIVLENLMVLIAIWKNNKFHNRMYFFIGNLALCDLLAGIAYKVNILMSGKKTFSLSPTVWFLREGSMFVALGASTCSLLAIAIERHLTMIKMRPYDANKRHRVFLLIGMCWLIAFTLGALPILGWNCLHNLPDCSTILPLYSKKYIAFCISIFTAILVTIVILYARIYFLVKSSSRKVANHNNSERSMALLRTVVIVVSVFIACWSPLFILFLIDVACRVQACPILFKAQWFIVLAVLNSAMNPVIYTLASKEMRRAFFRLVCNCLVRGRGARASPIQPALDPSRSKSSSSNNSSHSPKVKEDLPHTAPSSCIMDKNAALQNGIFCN
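Assay system: CHO cells stably expressing human S1P3, Gα16 and NFAT-β-lactamase reporter. Timing: overnight plating, 4 h compound 37 °C, 2 h substrate RT. Signal: β-lactamase FRET emission ratio 460/535 nm. Measure: percent activation versus median 1 µM S1P response, basal-subtracted, per plate. Repeats: primary screen single test, confirmation screen in triplicate.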
5HT1a antag – human 5-HT1a receptor antagonists, primary screen, cell-based, CHO, Ga15 NFAT-bla reporter. AID 612, 2007. 0.68% of 62,000 active. CHO 5-HT1a Ga15 NFAT-bla reporter, antagonist mode. inhibition, % at 10 µM;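 active means inhibition above the mean of all tested compounds plus 3 SD, cut at about 43% in these data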;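 further: receptor stimulated by 5-CT agonist at 100 nM near EC80; beta-lactamase reporter measured by ratiometric fluorescence of a cleavable substrate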
Numbers without * were called inactive; / = no result given; [ ] = remark or other dose.

SMILES	MMP13 inh	Fluor 339 460	S1P1 ag pot	5HT1E antag	5HT1E ag	A340 absorber	Her2 expr inh	S1P3 ag	5HT1a antag
Cc1cc(C)nc(SCC(=O)c2cc3ccccc3oc2=O)n1	2	1.1	/	3	-1.0	1	69	-0.3	-2
COc1cccc2cc(-c3nc(-c4cccs4)cs3)c(=O)oc12	-1	4.6*	18	18	1.2	1	76	-1.3	18
O=C(NCCc1ccc(F)cc1)N1CCOCC1	4	1.1	/	0	-0.5	1.1	143	-0.9	-4
COc1ccc(C2NC3=C(CCCC3)C(C#N)(C#N)C2(C#N)C#N)cc1 (configuration not stated)	-5	1.3	-15	9	1.1	1.1	86	-0.5	10
CC(=O)c1c(C)[nH]c(C(=O)Nc2cc(C)ccc2C)c1C	0	1.1	-30	-2	0.6	1	100	0.4	-8
Cn1c(=O)c2c(ncn2CC(=O)N2CCN(c3ccc(F)cc3)CC2)n(C)c1=O	-3	1.1	/	0	0.8	1	119	-0.2	-9
CC1(C)CC(CCC(=O)Nc2ccccc2Cl)C(=O)O1 (configuration not stated)	2	1.1	/	-3	0.2	1	75	-0.9	-5
Cc1noc(/C=C/N(C)C)c1S(=O)(=O)N1CCCC(C(=O)Nc2ccc3c(c2)OCO3)C1 (configuration not stated)	3	1	-30	-2	-0.1	1.3	122	-0.9	0
COc1cc(C(=O)OC2CCCCC2=O)cc(OC)c1C (configuration not stated)	-5	1.1	-25	-28	0.5	1	77	-0.2	-26
Cn1c(SCC(=O)c2ccccc2)nnc1-c1cnccn1	0	1.1	-4	3	-1.2	1	72	0.0	0
COc1cc2c(=O)n(Cc3ccccc3)c(=O)n(CC(=O)C(C)(C)C)c2cc1OC	8	1.2	/	-3	0.9	1	103	/	-2
CSc1nnc(N(CCC#N)CCC#N)s1	-1	1.1	-8	-11	-0.8	1	122	-0.6	/
COC(=O)c1ccccc1NC(=O)C1CCCN(S(=O)(=O)c2ccccc2)C1 (configuration not stated)	-3	1.1	/	-4	-0.3	1	88	-0.3	-10
COc1ccc(NC(=O)CN(c2ccc(C(C)C)cc2)S(=O)(=O)c2c(C)noc2C)cc1OC	-7	1	27	7	-0.4	0.99	32	-1.1	-2
O=C(Cc1cc(=O)[nH]c(=O)[nH]1)N1CCN(C(=O)c2ccco2)CC1	9	1.1	-14	-4	0.7	1	73	-1.3	5
Cn1c(C(=O)N2CCN(C3CCCCC3)CC2)cc2c(=O)n(C)c3ccccc3c21	2	1.1	-14	6	0.5	1	104	-0.9	-10
CCOC(=O)CSC1=C(C#N)C(c2ccc(C)cc2)C(C(=O)OC)C(=O)N1 (configuration not stated)	6	1	3	-1	-1.3	1	94	-2.5	/
O=S(=O)(Nc1ccc(S(=O)(=O)N2CCCCC2)cc1)c1cccs1	-3	1.1	/	2	0.8	1	90	0.0	-7
COc1cc2c(=O)nc3n(c2cc1OC)C(c1ccccc1)N=C(N)N3 (configuration not stated)	-31	1.8	6	10	-0.7	1	94	0.1	1
Cn1c(CCN2CCCCC2)nc2cc(NC(=O)Nc3ccccc3)ccc21	-7	1.1	-6	-3	0.3	0.98	67	0.0	-16
Cc1cc(C)nc(N2CCC(C(=O)Nc3nnc(C)s3)CC2)n1	-4	1.5	-4	6	-0.3	0.99	114	-0.5	1
Cn1c(=NC(=O)C2CC2)sc2cc(F)cc(F)c21	10	1.1	1	-11	1.8	1	63	-2.0	-15
CCN(CC)S(=O)(=O)c1ccc(C(=O)C(C#N)c2ccccn2)cc1 (configuration not stated)	6	1.1	/	4	-0.7	1.1	59	/	4
Cn1ccnc1Sc1nc2ccccc2nc1NS(=O)(=O)c1ccccc1	3	1.1	5	-7	0.3	1.1	81	0.3	2
Cc1ccnc(NC(=O)CSc2cc(=O)n(C)c3ccccc23)c1	-4	1.2	-3	6	-1.5	1.1	81	-0.9	19

Next records:
SMILES	MMP13 inh	Fluor 339 460	S1P1 ag pot	5HT1E antag	5HT1E ag	A340 absorber	Her2 expr inh	S1P3 ag	5HT1a antag
CCOC(=O)C1CCCN(C(=O)c2ccccc2SCCOC)C1 (configuration not stated)	6	1.1	-6	1	-0.3	1	96	-0.8	5
COc1cc(NC(=O)c2cccs2)cc(OC)c1	3	1.1	-22	-3	0.2	0.99	87	0.0	-16
Cc1nc2cc(NC(=O)NCc3ccco3)ccc2o1	0	1.1	/	6	0.9	1.1	125	-0.6	6
CCc1cc(=O)oc2cc(OCC(=O)N(CC)CC)c(Cl)cc12	-11	1.5	-17	-9	-0.3	1.1	111	-1.4	-9
O=C(CCCN1C(=O)c2ccccc2C1=O)Nc1c2c(nc3c1CCC3)CCC2	-1	1.1	-8	-8	0.2	1	89	-0.4	2
CCn1c2ccccc2c2cc(NC(=O)CCCN3C(=O)CCC3=O)ccc21	0	1.3	6	-7	0.1	1.1	84	-0.7	-11
COc1ccc(S(=O)(=O)CCC(=O)N2c3ccccc3CC2C)cc1 (configuration not stated)	-5	1.1	-2	-1	0.7	0.99	101	0.3	0
COc1ccccc1N=c1scc(-c2ccc3c(c2)NC(=O)CO3)n1CC1CCCO1 (configuration not stated)	-11	1.1	8	-2	0.1	1.1	98	0.9	6
O=C(NC1CCCc2ccccc21)c1cccnc1 (configuration not stated)	-3	1	/	-13	0.1	1	146	/	-1
C=CCn1c(SCC(=O)Nc2nnc(CC)s2)nnc1-c1ccco1	-3	1.1	4	-3	-0.2	0.99	128	-0.4	-3
Cc1nn(C)c(C)c1S(=O)(=O)N(CC(=O)Nc1ccccn1)c1ccc(C(C)C)cc1	-1	1.1	22	-2	-0.5	1.1	106	-1.4	2
O=C(CN1C(=O)C2C3C=CC(C3)C2C1=O)NC1CCCc2ccccc21 (configuration not stated)	-4	1.1	0	-1	-1.2	0.97	101	-0.8	0
Cc1ccc2cc(C(c3nnnn3C(C)(C)C)N3CCCCCC3)c(=O)[nH]c2c1 (configuration not stated)	-6	2	-9	8	0.4	1.1	91	-0.7	-2
O=C(O)c1cccc(CN2C(=O)SC(Nc3ccccc3)C2=O)c1 (configuration not stated)	2	0.98	-10	-6	1.1	0.99	77	1.3	-14
COc1ccc(C2=C(C)CC(C)(C)NC2=O)cc1OC	0	1.1	-28	-4	0.0	1	44	4.8	-17
CS(=O)(=O)NCCOc1ccc(S(=O)(=O)N2CCCc3ccccc32)cc1	0	1.1	13	12	0.3	1.1	76	-0.4	12
Clc1ccc(-c2nc(-c3ccccn3)no2)cc1Cl	-3	1.1	29	-3	-0.3	1	93	0.3	14
Cn1cnnc1SCC(=O)Nc1sc2c(c1C#N)CCCCC2	0	1	-4	7	-0.3	1	85	0.2	-1
Cc1ccc(CCNC(=O)CS(=O)Cc2nc(-c3cccc(C)c3)oc2C)cc1 (configuration not stated)	5	1.1	7	-1	0.7	1.1	65	-0.3	16
Cn1c(C(=O)N2CCC(C(N)=O)CC2)cc2c(=O)n(C)c3ccccc3c21	-4	1.1	-12	-3	-0.2	1	96	0.4	13
COc1cc2oc(=O)c(Br)c(C)c2c(OC)c1OC	3	1.1	-36	7	0.2	1.1	82	-0.5	-10
CCOC(=O)CNC(=O)CSc1ncnc2c1cnn2Cc1ccccc1	1	1	6	7	-1.4	1	-18*	-1.2	6
COc1ccc2[nH]c(=O)c(CN(C(=O)NC3CCCCC3)C3CCCCC3)cc2c1	-23	2.8*	-15	-6	-0.2	1.1	66	0.0	-2
Cc1ccc2nc(NC(=O)C3CCCN(S(=O)(=O)c4cccc5nonc45)C3)sc2c1 (configuration not stated)	7	1.1	/	-10	-1.2	1	57	/	-10
CN(C)S(=O)(=O)NCc1ccc2c(c1)OCO2	2	0.81	-2	0	-1.4	1	104	-1.0	13

Next section:
SMILES	MMP13 inh	Fluor 339 460	S1P1 ag pot	5HT1E antag	5HT1E ag	A340 absorber	Her2 expr inh	S1P3 ag	5HT1a antag
CCCN(CCC)c1nc(NC2CCN(C(=O)OCC)CC2)nc(OC)n1	-2	1.1	-34	-17	1.8	1	60	0.8	-5
NC(=O)c1oc2ccc(Cl)cc2c1N	-127[fluorescence artefact?]	3.9*	10	-2	-1.2	1.1	86	-0.7	1
CCc1nnc(NC(=O)C2Cc3ccccc3CN2S(=O)(=O)c2cccs2)s1 (configuration not stated)	-6	1.1	20	-5	-0.2	0.97	103	0.5	-13
COc1ccccc1N1CCN(Cc2nc3ccccc3c(=O)n2CC(C)=O)CC1	-3	1.1	/	19	-1.1	1.1	77	/	8
O=C(Cn1nnc2ccccc2c1=O)N1CCCc2ccccc21	-4	1.1	16	6	-0.1	1	105	-1.6	0
COCC(C)n1c(C)cc(C(=O)COC(=O)c2nc3nc(C)cc(C)n3n2)c1C (configuration not stated)	2	1.1	6	-2	-1.6	1	95	-0.4	10
Cc1ccc(N2C(=O)NC3(CCCCC3)C2=O)cc1	-2	1	8	3	-0.3	1	117	0.0	2
CCOC(=O)Cn1c2ccc(OC)cc2c2nc3ccccc3nc21	2	1.1	11	-1	-0.9	1.1	97	-1.7	3
Cc1cc(NCCN2CCOCC2)n2ncc(-c3ccc(Cl)cc3)c2n1	-6	3.3*	-2	0	0.9	1	88	-1.1	10
O=C1C=C(c2ccccc2)OC2(CCCC2)O1	0	1	-5	3	-0.7	0.98	134	-0.2	6
COc1ccccc1C1C(C(=O)c2sc(C)nc2C)=C(O)C(=O)N1CCN1CCOCC1 (configuration not stated)	-1	1	-8	3	-0.1	1.1	82	0.6	-4
c1coc(Cn2c(SCc3nc4ccccc4[nH]3)nnc2-c2cccs2)c1	4	1.1	/	19	0.0	0.99	110	/	23
CCOC(=O)C1CCCN(C(=O)c2cc3ncc(Br)cn3n2)C1 (configuration not stated)	-3	1.1	/	0	1.0	1	98	0.0	-20
COc1ccc(-n2ncc3c(NCCCN4CCOCC4)ncnc32)cc1	-12	1.1	-8	0	0.0	0.97	102	-1.0	-2
CCOc1cccc(=O)c2c(C)n(Cc3ccco3)c(C)c12	1	1.1	-6	-14	0.6	1	120	0.8	1
Cc1cccc(-n2ncc3c(NCc4ccccc4)ncnc32)c1	-8	1	18	26	0.1	1	42	0.2	11
Cc1ccc(S(=O)(=O)C2(C(=O)Nc3nccs3)CC2)cc1	5	1	17	9	0.3	0.97	100	-0.9	-4
COc1cc([C@H]2[C@@H]3CCCC[C@]3(O)CCN2CC(=O)Nc2ccc(C)cc2)ccc1O	-7	1.1	8	-4	0.5	1	92	0.5	-1

Bioassay records as filed in PubChem BioAssay.

An unsorted share of the library, and some 8.5% of all compounds hit somewhere here.
